# GLP1R ag – activates the human GLP-1 receptor. AID 624172. 380,000 compounds, 0.007% hits. Potency, µM (highest dose often 45.6 µM), without a hit: at the highest dose activation, hits mostly activators. HEK293 GLP-1R CRE-luciferase, luminescence, 4-6 h; cells express a hypersensitive GLP-1R form; further: % of control where 0% means no effect
# Target sequence (P43220 whole entry, looked up): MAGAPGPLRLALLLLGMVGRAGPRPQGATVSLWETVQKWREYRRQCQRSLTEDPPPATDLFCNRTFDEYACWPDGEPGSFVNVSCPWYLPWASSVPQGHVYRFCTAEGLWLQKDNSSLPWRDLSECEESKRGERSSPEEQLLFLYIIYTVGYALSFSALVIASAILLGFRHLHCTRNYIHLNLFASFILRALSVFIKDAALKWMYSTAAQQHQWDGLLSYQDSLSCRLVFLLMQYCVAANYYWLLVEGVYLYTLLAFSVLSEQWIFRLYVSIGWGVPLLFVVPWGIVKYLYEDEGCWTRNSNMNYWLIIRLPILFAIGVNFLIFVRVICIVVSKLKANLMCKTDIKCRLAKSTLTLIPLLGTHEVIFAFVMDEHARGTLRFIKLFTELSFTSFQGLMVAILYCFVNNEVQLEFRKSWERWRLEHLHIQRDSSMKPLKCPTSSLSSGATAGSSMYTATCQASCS
# HT1080 IDH1KD tx – HT-1080 IDH1 knockdown cell toxicity (counter line) | HT-1080 IDH1 knockdown viability, ATP luminescence, 48 h | Potency, µM (top dose mostly 46.1 µM), without a hit: top-dose activity, negative = toxicity, usual class: cytotoxic | 360,000 compounds, 2% hits;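 further: 0% = DMSO wells and -100% = cell-free medium wells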
#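 Assay cells: HT-1080 with IDH1 knockdown, 750 per well, RPMI/5% FBS. Exposure: 48 h at 37 °C following 2 h pre-incubation. Read: CellTiter-Glo luminescence; fitted concentration-response, curve class assigned.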
# KB-V1 MDR tox – KB-V1 MDR subline cytotoxicity. KB-V1 MDR cells viability, CellTiter-Glo, 72 h. Potency, µM (series often up to 46.1 µM), without a hit: at the highest dose activity change, negative = cytotoxicity, most hits filed as cytotoxic. 400,000 compounds, 3.4% hits; further: on the % scale 0 is the no-effect control and ±100 the full control effect; nearly all actives have a fitted effect of over 60% in size
#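 Following 72 h at 37 degrees C with compound, KB-V1 cell viability was read by CellTiter-Glo luminescence, medium being phenol-red-free DMEM plus 10% FBS; concentration-response parameters came from normalized, curve-fitted qHTS data.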
# GLP-1R inv ag – GLP-1 receptor (human) inverse agonism; HEK293 GLP-1R CRE-luciferase, luminescence, 24 h; GLP-1R form is constitutively active; Potency, µM (series often up to 38.3 µM), for the others: top-dose activity change, negative = inhibition, most hits filed as inhibitors; 410,000 compounds, 1.6% hits; AID 624417; further: on the % scale 0 is the no-effect control and ±100 the full control effect; nearly all actives have a fitted effect of over 55% in size
#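 Seeding at 200 cells/uL, 12 h culture, 24 hr compound treatment, then luciferase reagent and a luminescence read; cells are HEK293 stably expressing a constitutively active GLP-1R plus cAMP-responsive luciferase.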
# KB-3-1 cytotox – kills parental KB-3-1 adenocarcinoma cells; KB-3-1 viability, CellTiter-Glo ATP luminescence, 72 h; Potency, µM (series often up to 46.1 µM), for the others: top-dose activity change, negative = cytotoxic, usual class: cytotoxic; 400,000 compounds, 1.4% hits; AID 1347075; further: on the % scale 0 is the no-effect control and ±100 the full control effect; nearly all actives have a fitted effect of over 60% in size
#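 Luminescent ATP read-out (CellTiter-Glo) measures survival of drug-naive KB-3-1 cells after 72 h compound exposure at 37 °C. Titration series was screened from lowest to highest concentration, with DMSO vehicle plates as background controls.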
# HT1080-NT tox – kills 2HG-producing HT-1080-NT fibrosarcoma cells. Potency, µM (top dose mostly 46.1 µM), for inactives: at the top dose activity, negative = less viability, actives largely listed as cytotoxic. AID 686970. 360,000 compounds, 1.6% hits. HT-1080-NT fibrosarcoma viability, CellTiter-Glo ATP luminescence, 48 h;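 further: NT is the 2HG producing partner of a matched IDH1 knockdown line; 0% = DMSO-treated cells and -100% = media-only wells without cells; nearly all actives have a fitted effect of over 55% in size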
#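 HT-1080-NT fibrosarcoma cells (2HG-overproducing), 750 cells/well in RPMI with 5% FBS, dosed after 2 h and incubated 48 h at 37C. CellTiter-Glo luminescence normalized to DMSO and no-cell wells; concentration-response curves fitted and classed.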
# SW480 rereplic – induces DNA re-replication in SW480 colon adenocarcinoma cells | 340,000 compounds, 1.8% hits | Potency, µM (titrated, usually from 46.1 µM), inactives show at the top dose re-replication activation, hits mostly activators | SW480 DNA re-replication, Hoechst DNA content imaging, 48 h | AID 624297; further: % of control where 0% means no effect; nearly all actives have a fitted effect of over 55% in size
#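 Image-based read-out: total Hoechst fluorescence of nuclei (405 nm excitation, 500-530 nm emission), with hits raising the fraction of high-intensity nuclei. SW480 colon cells incubated 48 hr with compounds at 37 C.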
# TDP43 rescue – TDP-43 toxicity inhibition in yeast; Potency, µM (series often up to 46.1 µM), without a hit: at the top dose growth rescue (activation), most hits filed as activators; 410,000 compounds, 1.8% hits; TDP-43 expressing yeast growth rescue, BacTiter-Glo, 24 h; further: % of control where 0% means no effect; nearly all actives have a fitted effect of over 50% in size
#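 Cell-based yeast growth screen: TDP-43 expression induced in galactose, inoculum OD600=0.02 after raffinose pregrowth to mid-log. Read-out BacTiter-Glo luminescence at 24 hr, 30 deg C; inhibition of toxicity seen as signal increase.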
# HEK293 tox – cytotoxic in the GLP-1 receptor inverse agonist counter-screen; Potency, µM (series often up to 38.3 µM), without a hit: at the top dose activity change, negative = inhibition, actives largely listed as inhibitors; AID 624418; 410,000 compounds, 0.13% hits; HEK293 cAMP-luciferase reporter cells, luminescence, 24 h;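 further: loss of luciferase light is scored as toxicity; on the % scale 0 is the no-effect control and ±100 the full control effect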
#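 To flag toxic compounds, the library was rerun on cells for 24 hr at 37 deg C and 5% CO2. Viability-linked luminescence was captured 12 min after adding luciferase detection reagent.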
# Starred values were filed as active, the others as inactive; ? = inconclusive; . = no result given; & = joins results of further samples; [ ] = dose if it differs, or a comment. The call rests on the fitted dose curve; in most records, active means well fitted curve in the direction sought with a large enough effect; inconclusive means small, poorly fitted or top-dose-only effect, or another doubt; inactive means no such curve, though single readings can be large; an effect the other way counts as inactive or inconclusive. Potency means the concentration at half of the fitted maximal effect.
# Order of results: KB-V1 MDR tox, HT1080 IDH1KD tx, SW480 rereplic, KB-3-1 cytotox, TDP43 rescue, HEK293 tox, GLP-1R inv ag, HT1080-NT tox, GLP1R ag
CC(C)Cc1cc(C(=O)N2CCN(c3ccc(F)cc3)CC2)no1
    0%, -12%, -1%, 0%, 22µM*, 4%, ?, 0%, -1%
Cc1nc(SCC(=O)NC2CCCC2)[nH]c(=O)c1Cc1ccccc1
    1%, 7%, 1%, 3%, -5%, 0%, -11%, 8%, 0%
Cc1cccc(-c2nc(CN3CCCC(C(=O)N4CCN(c5cc(Cl)ccc5C)CC4)C3)c(C)o2)c1 (configuration not stated)
    2%, ., ., -7%, -6%, ?, ?, ., .
Cc1ccc2c(c1)c1c(n2CC(O)Cn2c(C)nc3ccccc32)CCCC1 (configuration not stated)
    ?, ?, 16%, ?, -2%, ?, ?, ?, -2%
Cc1noc(C)c1NC(=O)N1CCN(Cc2ccccc2)CC1
    ?, 9%, -2%, 1%, -19%, 1%, 10%, -1%, 2%
COc1ccc(NC(=O)CSCc2cc(=O)n3c(C)csc3n2)cc1
    6%, 13%, -2%, -1%, -6%, 7%, 6%, 4%, 4%
CC(=O)NCCc1cc2ccc(C)cc2[nH]c1=O
    0%, 21%, -5%, 3%, -13%, 1%, -5%, 4%, -8%
CN(C)S(=O)(=O)c1cccc(NC(=O)c2ccc(S(=O)(=O)N3CCCC3)cc2)c1
    ?, 1%, -5%, 1%, 10%, 9%, -6%, 1%, -16%
COc1ccc(N(C(=O)C(C)C)S(=O)(=O)c2cccc([N+](=O)[O-])c2)cc1
    8%, 2%, -2%, 4%, 28%, -10%, -26%, 0%, 6%
Cc1ccc(Nc2nnc(SCC(=O)c3cc4ccccc4o3)s2)cc1C
    21µM*, 0%, 13%, ?, 7%, -18%, ?, 5%, -8%
O=C(Nc1ccon1)c1ccc(F)c(S(=O)(=O)N2CCCCC2)c1
    -9%, -17%, 0%, 2%, -19%, -6%, 15%, -10%, 13%
CCCN1C2CCCC1CC(NC(=O)Nc1ccc(C(C)C)cc1)C2 (configuration not stated)
    5%, -13%, 3%, -7%, 2%, 10%, ?, -10%, 22%
Cc1ccc(N2CN=C(c3ccccc3)NC2=S)cc1
    ?, ?, 0%, 8%, ?, 0%, 45%[activator], ?, 19%
CCCCCCCCSc1nnc2[nH]c(=O)cc(N)n12
    ?, -4%, ?, -8%, -2%, 15%, 9%, 0%, 0%
COc1ccc(C(C)(C)C)cc1NC(=O)COC(=O)c1ncc(Cl)c(Cl)c1Cl
    -19%, 6%, -10%, 11%, 4%, 15%, 2%, 3%, -6%
Cc1c(NS(=O)(=O)c2ccc(C(=O)NCc3ccc(F)cc3)cc2)c(=O)n(-c2ccccc2)n1C
    14%, 13%, ?, 10%, -4%, 1%, -2%, 0%, -1%
COc1cc([N+](=O)[O-])ccc1NC(=S)N1CCN(c2ccccn2)CC1
    -10%, 0%, ?, -13%, -14%, -11%, -8%, -6%, -2%
CCOc1cc(/C=C2\C(=O)ON=C2c2ccccc2)cc(Br)c1O
    ?, ?, ?, ?, ?, ?, ?, ?, 2%
CCc1ccc(NC(=O)C(C)OC(=O)c2cccc(S(=O)(=O)N3CCc4ccccc4C3)c2)cc1 (configuration not stated)
    3%, -5%, 7%, -2%, -28%[9.22 µM], -5%, ?, -2%, 10%
CC(C)CC(NC(N)=O)C(=O)OCC(=O)NC(=O)NC1CCCC1 (configuration not stated)
    29%, 7%, -7%, -3%, 4%, 6%, 2%, -2%, 1%
N#Cc1cnn(-c2ccccc2)c1N
    9%, 3%[9.24 µM], -6%, 11%, -16%, 29%, 7%, -14%, 4%
C[C@@H]1CN([C@@H](C)CO)C(=O)CCCn2nncc2CO[C@@H]1CN(C)C(=O)Nc1ccc(C(C)(C)C)cc1
    30%, 11%, ., 14%, 14%, 5%, 13%, 12%, 3%
Cc1ccc(C(=O)NS(=O)(=O)c2ccc(C)cc2)cc1
    -12%, -3%, -9%, -5%, ?, 0%, -4%, -5%, -2%
CC(C)(C)NC(=O)CSc1nnc(-c2ccncc2)n1Cc1ccccc1
    7%, 11%, 7%, 7%, 1%, 1%, 4%, 8%, -2%
CN(C(=O)CSc1nnc(-c2ccccc2)c(-c2ccccc2)n1)C1CCS(=O)(=O)C1 (configuration not stated)
    2%, 5%, -5%, -3%, 8%, -18%, 6%, 12%, 1%
O=S(=O)(Nc1nc2ccccc2s1)c1ccc(Cl)s1
    ?, -17%, -15%, -16%, 2%, 0%, -16%, -27%, -2%
COCCNC(=O)CSCc1nc(-c2ccc(SC)cc2)oc1C
    9.2µM*, 3%, 1%, ?, -3%, -6%, -1%, 4%, -1%
CCOC(=O)[C@H](CCc1ccccc1)N[C@@H](C)C(=O)N1CCC[C@H]1C(=O)O
    8%&2%, -3%&-1%, ?, 0%&0%, 9%&-7%, 13%&4%, -5%&12%, -6%&16%, -3%&1%&-1%
O=C(Nc1cccc(C(F)(F)F)c1)c1cccnc1
    4%, 27%, -4%, 13%, -13%, 2%, 7%, 11%, -9%
CCCOC(=O)c1ccc(NC(=O)c2c(Cl)ccc(Cl)c2OC)cc1
    ?, ?, 17%, 7%, ?, -5%, ?, -19%, -3%
Cc1cccc(-c2nc3c4c(-c5ccccc5)c(-c5ccccc5)oc4ncn3n2)c1
    -12%, ., ., 13%, -13%, 16%, 6%, ., -1%
CCOc1ccc(C(=O)CCC(=O)N(CC)CC(=O)Nc2c(F)cccc2F)cc1
    ?, 2%, -2%, 2%, 16%, 3%, 4%, 1%, 0%
CC1=C(C(=O)OCc2ccc(C)cc2)C(c2ccccc2Cl)CC(=O)N1 (configuration not stated)
    -11%, ., ., -18%, 8%, 1%, -2%, ., 1%
CCOC(=O)C1(CCCc2ccccc2)CCN(C(=O)c2ccoc2)CC1
    ?, 0%, -22%, 0%, 21%, -3%, ?, -21%, 9%
CS(=O)(=O)c1sc(C(=O)NC(=S)Nc2ccc(OC(F)(F)F)cc2)c2c1C=CCC2
    -14%, ?, -4%, -1%, 1%, ?, ?, ?, 3%
CC(=O)c1csc(COc2ccc(Cl)cc2)n1
    -8%, -2%, -13%, -11%, 26%, 5%, -22%, 1%, 7%
CC1=NN(C(=O)COc2ccccc2)C(O)(c2cccnc2)C1 (configuration not stated)
    ?, 12%, 1%, 7%, 11%, -13%, 8%, 4%, -7%
CN(Cc1ccccc1)c1nc2c(S(=O)(=O)c3cccc(Cl)c3)nnn2c2ccsc12
    -5%, ., ., 10%, 0%, 6%, 20%, ., .
Cc1ccnc(NS(=O)(=O)c2ccc(N)cc2)n1
    14%, 10%, ?, 0%, 4%, 6%, 6%, ?, -5%
Cc1cc(C)c(C(=O)/C=C/c2ccco2)c(=O)[nH]1
    1%, -2%, 2%, 3%, -1%, 2%, 15%, 4%, -1%
CC(C)CN(CC(C)C)C(=O)C12CCC(C)(C(=O)C1)C2(C)C (configuration not stated)
    0%, 23%, -1%, 3%, 10%, -16%, ?, 30%, -1%
OCCn1c(Cl)nc2ccccc21
    6%, 2%, 3%, -2%, 3%, -6%, 7%, 2%, -6%
CCCCn1nnnc1C(c1ccccc1)N1CCN(c2ncccc2C(F)(F)F)CC1 (configuration not stated)
    ?, ?, ., ?, ?, -1%, ?, ?, -3%
COc1cc(C(=O)Nc2ccc3c(c2)OCCO3)ccc1OC(F)F
    -27%, -4%, -10%, ?, -4%, 2%, 49%[activator], -19%, 5%
O=C(COc1cccc(Cl)c1)Nc1nc(-c2ccc(S(=O)(=O)N3CCOCC3)cc2)cs1
    ?, -5%, 1%, -6%, 9%, -5%, 16%, -2%, -23%
Cc1cccc(N2C(=O)N3[C@H](c4ccc(Br)cc4)[C@@H]4C(=O)N(C(C)(C)C)C(=O)[C@@H]4[C@]3(C)C2=O)c1
    -10%, 0%, 3%, 0%, 20%, -1%, ?, -2%, -6%
COCCNC(=O)c1cn(C)c2ccc(S(=O)(=O)N3CCCCC3)cc2c1=O
    -1%, ?, -8%, 23µM*, 18%, 6%, -1%, -7%, -8%
COc1ccc(NC(=O)c2c(NCc3cccc(OC)c3)sc3c2CCCC3)cc1
    -16%, ., ., -22%, 6%, -11%, ?, ., .
C/C(Cn1nc([N+](=O)[O-])cc1C)=N\NC(=O)c1ccc(O)cc1O
    -1%, 6%, -5%, 15%, 16%, -17%, -12%, 1%, -1%
CC(=O)c1ccccc1NC(=O)COC(=O)C1CCCN1S(=O)(=O)c1ccccc1F (configuration not stated)
    ?, -11%, -35%, 1%, 17%, 8%, 0%, 2%[9.24 µM], 12%
COC(=O)c1ccc(-c2nc(CN3CCCN(C(=O)c4ccco4)CC3)c(C)o2)cc1
    8%, -1%, -9%, 2%, 2%, 4%, 32%[activator], 0%, 3%
COc1cc(-c2ccc(N3C(c4ccsc4)=Cc4ccc(F)cc4C3c3c[nH]c4ccc(C#N)cc34)cc2)cc(OC)c1OC (configuration not stated)
    0%, 0%, ., -8%, ?, 0%, -22%, -1%, -18%
Cc1ccc(OCC(=O)N2CCc3ccccc32)c([N+](=O)[O-])n1
    -9%, 18%, -7%, 23µM*, -1%[9.22 µM], 7%, 0%, 18%, 3%
Cc1ccc(N=C/C(C(=O)C(F)(F)F)=C(\O)c2cccs2)cc1
    -4%, -2%, 1%, 14%, 16%, 17%, ?, -1%, -11%
O=C(Nc1ccon1)c1csc2ccccc12
    -8%, 0%, 2%, -8%, -2%, -2%, 0%, 8%, 11%

# Entries listed so far with a cyano group:
# Order of results: KB-V1 MDR tox, HT1080 IDH1KD tx, SW480 rereplic, KB-3-1 cytotox, TDP43 rescue, HEK293 tox, GLP-1R inv ag, HT1080-NT tox, GLP1R ag
N#Cc1cnn(-c2ccccc2)c1N
    9%, 3%[9.24 µM], -6%, 11%, -16%, 29%, 7%, -14%, 4%
COc1cc(-c2ccc(N3C(c4ccsc4)=Cc4ccc(F)cc4C3c3c[nH]c4ccc(C#N)cc34)cc2)cc(OC)c1OC (configuration not stated)
    0%, 0%, ., -8%, ?, 0%, -22%, -1%, -18%

# Not a hit list. About 9.4% of those tested had a hit in this group.
